# Source: PubChem
# uPA surface inh: inhibitors of cell surface uPA generation; cell surface uPA generation assay, qHTS; hit rate 0.31% among 330,000; Potency, µM (doses to about 38.3 µM), inactives show at the highest dose activity change, negative = inhibition, actives largely listed as inhibitors; AID 540303; active = well fitted inhibition curve with a large enough effect; inconclusive = small, poorly fitted or top-dose-only effect; inactive = no such curve, though single readings can be large or run the other way; tested in mouse RAW 264.7 cells; note: % is set by controls: 0 for no effect and ±100 for the full control effect; nearly all actives have a fitted effect of over 55% in size
# FLuc modulator: inhibits or activates purified firefly luciferase, miR-21 counter-screen | AID 588342 | Potency, µM (highest dose often 57.5 µM), for the others: top-dose activity change, negative = inhibition, actives largely listed as inhibitors | P08659 | purified FLuc, Km substrates, luminescence inhibition | hit rate 6.9% among 360,000;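 note: plate controls were vehicle for no effect and reference inhibitor for full effect; nearly all actives have a fitted effect of over 55% in size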
# Target sequence (P08659 whole entry, looked up): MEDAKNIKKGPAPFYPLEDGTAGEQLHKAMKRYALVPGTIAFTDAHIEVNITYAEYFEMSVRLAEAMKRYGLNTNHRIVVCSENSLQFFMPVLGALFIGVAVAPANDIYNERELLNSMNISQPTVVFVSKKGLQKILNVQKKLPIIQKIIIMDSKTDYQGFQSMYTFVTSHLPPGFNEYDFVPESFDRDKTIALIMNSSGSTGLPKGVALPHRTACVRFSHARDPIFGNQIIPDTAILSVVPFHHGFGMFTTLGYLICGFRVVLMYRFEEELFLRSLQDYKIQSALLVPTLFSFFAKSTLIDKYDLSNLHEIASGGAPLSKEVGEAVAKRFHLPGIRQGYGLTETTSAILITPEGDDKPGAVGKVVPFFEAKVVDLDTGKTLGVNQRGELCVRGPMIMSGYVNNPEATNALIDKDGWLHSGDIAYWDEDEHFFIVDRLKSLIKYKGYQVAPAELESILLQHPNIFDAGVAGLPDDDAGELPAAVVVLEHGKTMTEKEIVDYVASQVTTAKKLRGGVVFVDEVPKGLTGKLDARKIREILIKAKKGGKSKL
#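 Purified P. pyralis luciferase (10nM final) with 10uM D-luciferin and 10uM ATP (Km levels) in 50mM Tris acetate pH 7.5, 10mM Mg acetate, 0.01% Tween-20, 0.05% BSA; qHTS 6-point titration, ~60 µM downward; luminescence read.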
# MBNL1 CUG block: MBNL1-poly(CUG) RNA binding inhibition; Q9NR56; TR-FRET MBNL1-His/biotin-(CUG)12 binding, 665/545 ratio; Potency, µM (highest dose often 57.5 µM), for inactives: top-dose activity change, negative = inhibition, actives largely listed as inhibitors; hit rate 0.036% among 280,000; AID 2675; active = well fitted inhibition curve with a large enough effect in the signal ratio, with a control signal flat, not every such curve was filed as active; inconclusive = small, poorly fitted or top-dose-only effect, or effect the other way, or a change in a side signal; inactive = no such curve, though single readings can be large or run the other way; the % refers to the signal ratio; note: % is set by controls: 0 for no effect and ±100 for the full control effect
#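 Compounds (final 92 nM to 58 uM) are added to His-tagged MBNL1 and biotin-(CUG)12, then terbium anti-His antibody and streptavidin-XL665 (5 nM final). After 60 min at room temperature, the 665/545 nm ratio is read.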
# NPC1 promoter act: activates the NPC1 promoter. Huh7 NPC1 promoter luciferase reporter, 24 h. Potency, µM (series often up to 9.22 µM), for inactives: top-dose activation, usual class: activators. hit rate 2.4% among 320,000. AID 485313;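 note: % of control where 0% means no effect; nearly all actives have a fitted effect of over 60% in size; reporter is driven by a mutant NPC1 promoter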
#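 In 1536-well qHTS, Huh7 cells harboring an NPC1 promoter–luciferase construct received compound for 24 h; activation was quantified by luminescence following luciferase reagent addition.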
# BRCA1 expr act: increases BRCA1 expression. AID 624202. hit rate 1.1% among 380,000. MCF7-BRCA1-FFLuc reporter, luminescence, 48 h; response scale: scaled: vehicle 0%, 10 µM genistein 100%. Potency, µM (titrated, usually from 46.1 µM), inactives show at the highest dose activation, most hits filed as activators; note: nearly all actives have a fitted effect of over 80% in size; some results filed as inactive show a strong effect at the top dose
#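 48 h compound treatment of MCF7-BRCA1-FFLuc cells (phenol-red free MEM, 37 °C), then 15 min with luciferase substrate and luminescence imaging.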
# p53 reactivator: re-activators of mutant p53. H1299 p53-A138V BP100-luciferase reporter, luminescence, 24 h. Potency, µM (doses to about 92.2 µM), for inactives: at the highest dose activity change, positive = activation, most hits filed as activators. hit rate 0.063% among 320,000; note: % of control where 0% means no effect; nearly all actives have a fitted effect of over 45% in size
#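 H1299 (p53-null), stable ts p53-A138V + BP100-Luc; 1000 cells/well, Opti-MEM/10% FBS; cpd 4 pt, 1:5; 24 h, 37 deg C, 5% CO2; detection reagent 10 min RT; luminescence.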
# ELG1 genotoxic: induces genotoxicity in HEK293T cells with luciferase-tagged ELG1 | hit rate 1.3% among 330,000 | HEK293T ELG1-luciferase reporter, luminescence, 16 h | Potency, µM (top dose mostly 46 µM), without a hit: at the highest dose activity change, positive = activation, most hits filed as activators; note: % of control where 0% means no effect; nearly all actives have a fitted effect of over 60% in size
#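 Screening used a luciferase reporter fused to human ELG1 in HEK293T cells. Luminescence was read on a CCD plate imager after 16 hr exposure and 30 min ONE-Glo incubation.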
# RORg inh: ROR gamma (mouse) transcription inhibition; Drosophila S2 Gal4-RORgamma UAS-luciferase reporter, 20 h; Potency, µM (doses to about 53.6 µM), inactives show top-dose activity change, negative = inhibition, most hits filed as inhibitors; AID 2551; P51450; hit rate 5.4% among 310,000; note: % is set by controls: 0 for no effect and ±100 for the full control effect; nearly all actives have a fitted effect of over 60% in size
# Target sequence (P51450 whole entry, looked up, the tested form may be a part): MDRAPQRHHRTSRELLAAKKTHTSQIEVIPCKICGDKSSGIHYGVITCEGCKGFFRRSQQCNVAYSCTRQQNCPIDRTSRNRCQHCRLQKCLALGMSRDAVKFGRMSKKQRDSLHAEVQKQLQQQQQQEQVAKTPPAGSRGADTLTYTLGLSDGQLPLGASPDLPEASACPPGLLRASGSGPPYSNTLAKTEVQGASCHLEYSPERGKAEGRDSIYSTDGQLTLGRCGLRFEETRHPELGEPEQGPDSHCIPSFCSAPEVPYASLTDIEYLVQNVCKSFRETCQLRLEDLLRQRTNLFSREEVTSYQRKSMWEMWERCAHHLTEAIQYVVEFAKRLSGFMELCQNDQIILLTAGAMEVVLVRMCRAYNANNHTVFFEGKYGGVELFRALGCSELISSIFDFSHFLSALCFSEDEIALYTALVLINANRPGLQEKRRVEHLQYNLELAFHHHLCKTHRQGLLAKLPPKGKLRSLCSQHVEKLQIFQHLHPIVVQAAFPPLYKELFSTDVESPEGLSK
#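 Luminescence from a UAS-regulated Photinus luciferase reporter in stably transfected Drosophila Schneider cells is measured; decreased signal marks ROR gamma inhibition. Fusion expression is induced by 700 uM copper sulfate for 20 hr.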
# VP16 counter: counter-screen for ROR gamma inhibitors: Gal4-VP16 reporter | Drosophila S2 Gal4-VP16 UAS-luciferase, luminescence, 20 h | Potency, µM (titrated, usually from 53.6 µM), inactives show at the highest dose activity, negative = inhibition, hits mostly inhibitors | hit rate 3.5% among 310,000;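 note: Gal4-VP16 expression switched on by copper sulfate through the metallothionein promoter; % is set by controls: 0 for no effect and ±100 for the full control effect; nearly all actives have a fitted effect of over 50% in size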
# Rab9 prom act: activators of Rab9 promoter | Huh7 Rab9 promoter-luciferase reporter, luminescence, 24 h | AID 485297 | hit rate 2.8% among 320,000 | Potency, µM (series often up to 9.22 µM), without a hit: at the highest dose activation, negative = inhibition, actives largely listed as activators; note: % of control where 0% means no effect; nearly all actives have a fitted effect of over 60% in size
#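 Steps: seed 1500 Huh7 Rab9-luc cells per well, rest 2 h at 37 °C; add compound in DMSO; incubate 24 h; add luciferase reagent, 10 min ambient; read luminescence.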
# * marks the source's active call; other numbers are inactive results; ? = inconclusive; . = not tested or not shown; [ ] = remark or other dose. Unless noted, calls come from the whole dose curve; as a rule, active = well fitted curve in the direction sought with a large enough effect; inconclusive = small, poorly fitted or top-dose-only effect, or another doubt; inactive = no such curve, though single readings can be large; an effect the other way counts as inactive or inconclusive. Potency is the fitted concentration of half-maximal effect.
SMILES,uPA surface inh,FLuc modulator,MBNL1 CUG block,NPC1 promoter act,BRCA1 expr act,p53 reactivator,ELG1 genotoxic,RORg inh,VP16 counter,Rab9 prom act
CCOc1ccccc1-n1c(C)cc(C=O)c1C,1%,0%,0%,-11%,2%,-2%,-3%,8%,0%,-2%
CC1=C(C(=O)OC2CCCC2)C(c2coc3ccc(C)cc3c2=O)C2=C(CCCC2=O)N1 (stereo not given),-12%,3%,3%,-4%,-34%,-1%,3%,-4%,-9%,-8%
CCCN(CCC)C(=O)CSc1nc2ccccc2c(=O)n1CC1COc2ccccc2O1 (stereo not given),1%,-1%,0%,0%,3%,2%,-5%,?,1%,-4%
O=[N+]([O-])c1ccc(C=Nc2cccc3ccccc23)s1,-15%,-17%,28%,-1%,-75%,-10%,16%,?,?,2%
COc1cc(C(=O)NNC(=O)/C=C/c2ccco2)cc(OC)c1OC,5%,.,.,.,3%,8%,1%,.,.,.
Cc1nc(S(=O)(=O)N2CCOCC2)c(C#N)c(C)c1Cl,0%,9%,0%,-6%,-4%,9%,0%,-12%,-3%,-3%
CCn1c2ccccc2c2cc(NC(=O)COC(=O)c3ccc(O)cc3)ccc21,0%,1%,.,-4%,-8%,0%,18%,.,.,-5%
COC(=O)N/N=C/c1ccc(-c2cc(Cl)cc(Cl)c2)o1,-2%,-4%,?,3%,-18%,-3%,-3%,19%,-7%,-1%
O=C(CCN1CCCCC1)NCC1OCCc2ccccc21 (stereo not given),.,0%,8%,-1%,-21%,1%,1%,-14%,8%,9%
Cc1cc(C)cc(N2CCCn3c2nc2c3c(=O)n(CCN3CCOCC3)c(=O)n2C)c1,-3%,3%,-2%,-5%,-21%,-7%,-1%,15%,16%,8%
NC(=O)NC(CC(=O)NCCCc1ccccc1)c1ccccc1Cl (stereo not given),.,3%,-6%,-5%,0%,-2%,-2%,-14%,-17%,0%
O=C(OCCN1CCN(C2=NS(=O)(=O)c3ccccc32)CC1)c1cccc(Br)c1,-2%,-2%,-5%,-4%,-2%,-9%,9%,-13%,-4%,-3%
O=C(CSc1nnc(-c2ccccc2)o1)c1nnc(-c2ccccc2)o1,2%,-17%,47%[activator],1%,22%,-1%,1%,-12%,7%,5%
Cc1ccc(S(=O)(=O)NCCC(=O)NCc2ccc3c(c2)OCO3)cc1C,-5%,11%,1%,0%,-17%,0%,-2%,0%,0%,4%
Cc1ccc2[nH]c3c(c2c1)CN(C(=O)CN1CC(C)OC(C)C1)CC3 (stereo not given),-1%,-2%,2%,-1%,-6%,-19%,2%,-42%,-1%,-5%
O=C(c1c(F)cccc1F)N1CCN(S(=O)(=O)c2ccc3c(c2)OCCO3)CC1,-65%,2%,.,-1%,-15%,-5%,2%,.,.,-1%
O=S(=O)(c1ccc(F)cc1)N1CCN(c2ncnc3c2cnn3-c2ccccc2)CC1,-1%,6%,-2%,-2%,-13%,-11%,2%,16%,1%,5%
COc1cc(C2c3sc(=O)[nH]c3SC3C(=O)N(c4ccc(Br)cc4)C(=O)C32)ccc1O (stereo not given),-3%,4%,.,0%,0%,9%,0%,-22%,-10%,0%
CCC(=O)Nc1ccc(C(=O)COC(=O)c2nc3nccc(C)n3n2)cc1,-23%,4%,.,-3%,12%,-9%,-2%,.,.,11%
Cc1ccc(Nc2c(F)c(F)c(F)c(F)c2C(=O)O)c(C)c1,2%,?,-17%,-4%,-23%,-3%,-6%,22%,-1%,-4%
Cc1ccc(CS(=O)(=O)CCC(=O)NCc2ccc3c(c2)OCO3)cc1,0%,5%,-3%,0%,0%,-9%,0%,9%,-6%,0%
COc1ccc(C)cc1N(C(=O)c1snc(C(N)=O)c1N)C(C(=O)NC1CCCCC1)c1ccc(C)o1 (stereo not given),-3%,1%,4%,-5%,-60%,-2%,-7%,18%,25%,-5%
C/C=C/C(=O)Nc1cccc(C2=NOC3(C2)C[C@H](C(N)=O)N(C(=O)c2ccccc2C(=O)c2ccccc2)C3)c1 (stereo not given in full),.,-6%,0%,-4%,.,3%,2%,14%,-7%,-9%
Cc1cc(Nc2n[nH]c(N)c2C#N)ccc1F,-11%,-3%,-25%,15%,44%,3%,12%,24%,?,23%
COc1ccc(CC(=O)NC(=S)Nc2ccc(S(N)(=O)=O)cc2)cc1,0%,2%,-5%,0%,2%,-1%,0%,16%,?,0%
CCN(CC(=O)Nc1ccc(C)c(S(=O)(=O)N(C)C)c1)Cc1ccccc1,2%,?,-2%,7%,10%,7%,-5%,?,-1%,2%
O=C(NCCN1CCN(c2ccc([N+](=O)[O-])cc2)CC1)NCc1ccccc1,-16%,5%,?,1%,-51%,.,-9%,?,3%,0%
NC(=O)c1nc(C2CCCCC2)nc2c1[nH]c(=O)n2-c1ccc(F)cc1,9%,6%,-8%,1%,0%,-2%,2%,10%,0%,10%
COc1ccccc1OCCCn1c(=O)oc2ccc(C)cc21,5%,-13%,-9%,6%,17%,-3%,3%,-2%,27%,6%
CN(C)c1ccc(NC(=O)Nc2cccc(Cl)c2)cc1,.,1.3µM*,8%,2.2µM*,?,?,?,?,-12%,1.8µM*

# Sorted by value in MBNL1 CUG block (low to high): some entries from above
canonical_smiles	MBNL1 CUG block
O=C(OCCN1CCN(C2=NS(=O)(=O)c3ccccc32)CC1)c1cccc(Br)c1	-5%
Cc1cc(C)cc(N2CCCn3c2nc2c3c(=O)n(CCN3CCOCC3)c(=O)n2C)c1	-2%
COc1ccc(C)cc1N(C(=O)c1snc(C(N)=O)c1N)C(C(=O)NC1CCCCC1)c1ccc(C)o1 (stereo not given)	4%

# Next section:
SMILES,uPA surface inh,FLuc modulator,MBNL1 CUG block,NPC1 promoter act,BRCA1 expr act,p53 reactivator,ELG1 genotoxic,RORg inh,VP16 counter,Rab9 prom act
COc1ccc(OC)c(C(=O)c2ccc(C(=O)c3cc(OC)ccc3OC)cc2)c1,11%,2%,-3%,-5%,-31%,-2%,-21%,-15%,1%,-12%
CCN1C(=O)C(=O)N(CC(=O)N2CCN(c3ccccc3)CC2)C1=O,7%,5%,.,1%,1%,0%,3%,.,.,-3%
COc1ccccc1NC(=O)Nc1cccc(NC(C)=O)c1,2%,?,-5%,2%,0%,-1%,3%,38%,16%,-7%
C#CCCCCCCCCC(=O)NCCCC,-2%,-9%,3%,-1%,-36%,-5%,7%,-2%,6%,16%
Cc1nc(NC(=O)C2CC3CCCC(C2)C3=O)sc1C (stereo not given),1%,?,-3%,21%,?,?,?,28%,-1%,20%
Cc1cccc(C)c1NC(=O)C1(N2CCN(C(=O)c3ccco3)CC2)CCCCC1,2%,3%,-4%[11.5 µM],-8%,-42%,-6%,1%,8%,-3%,-8%
COCCNC(=O)Cn1nc(Cc2ccncc2)c2ccccc2c1=O,2%,4%,1%,-5%,-3%,-9%,0%,8%,2%,-3%
COc1ccc(S(=O)(=O)Nc2nc3ccccc3nc2NCc2ccc3c(c2)OCO3)cc1,1%,-16%,-6%,-2%,-11%,9%,1%,?,-1%,-5%
CSCCC(NC(=O)c1ccccc1)C(=O)OCC(=O)NCc1ccco1 (stereo not given),-20%,.,.,.,5%,1%,-2%,.,.,.
CC(Oc1ccc(Cl)cc1Cl)/C(N)=N/O (stereo not given),10%,-2%,.,-4%,2%,0%,3%,13%,6%,-1%
CC1CCN(C(=O)CN(c2ccc(Cl)c(C(F)(F)F)c2)S(C)(=O)=O)CC1,6%,-2%,-6%,-1%,-11%,1%,-8%,-2%,10%,-2%
CCC1(CC)NC(=O)N(CC(=O)Nc2cccc3ccccc23)C1=O,-1%,.,.,.,2%,-5%,2%,.,.,.
CCCNc1nc(Cl)nc(NCc2cccnc2)n1,-4%,-3%,14%,-2%,1%,-2%,2%,20%,1%,-1%
Cc1ccccc1NC(=O)COC(=O)C1C2CC3OC(=O)C1C3C2 (stereo not given),-2%,-10%,0%,-6%,-5%,-2%,-2%,-7%,-8%,4%
CC1CN(C(=O)c2c([N+](=O)[O-])cnn2C)CC(C)O1 (stereo not given),.,7%,2%,1%,2%,0%,1%,-16%,0%,-14%
CCOC(=O)C1=C(COC(=O)/C=C/c2ccco2)NC(=O)NC1C (stereo not given),-1%,8%,.,11%,8%,0%,-2%,.,.,8%
CCN1CCCc2cc(CN(CCN3CCOCC3)C(=S)Nc3cc(F)cc(F)c3)ccc21,5%,-2%,-8%,1%,-2%,0%,-17%,7.1µM*,1%[10 µM],-10%
CCC1CCCCN1S(=O)(=O)c1ccccc1 (stereo not given),-1%,-1%,2%,5%,4%,-19%,-4%,-13%,0%,0%
CC(C)CC(NC(=O)c1ccccc1)C(=O)OCC(=O)Nc1ccc(S(N)(=O)=O)cc1 (stereo not given),-2%,-2%,-1%,0%,2%,2%,2%,1%,-19%,-4%
O=C(COc1ccc(S(=O)(=O)N2CCCCC2)cc1)NCc1cccnc1,.,-2%,2%,2%,0%,-1%,-1%,4%,9%,15%
O=c1cnnc(N/N=C/c2ccccn2)[nH]1,-19%,0%,-4%,-14%,-43%,21%,13%,-1%,8%,-19%
CCc1nc2ccccc2n1CC(=O)N1CCN(Cc2ccccc2)CC1,-3%,0%,4%,1%,15%,0%,-1%,3%,-11%,-10%
